AGP1-GFP MLPCN – modulators of TOR pathway AGP1-GFP in S. cerevisiae | S. cerevisiae AGP1-GFP multiplex flow cytometry, 3 h; GFP as percent of DMSO wells | GFP response vs DMSO, % at 10 µM | actives 0.02% (n = 320,000) | AID 2066;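 active means GFP response relative to DMSO above a set limit, near screen average plus 3 SD, cut at about 150% in these data; inconclusive means fewer than 70 cells counted for the yeast strain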;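 further: median GFP channel fluorescence of the gated AGP1 strain per well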
CR mimetic SO – caloric restriction mimetics inhibiting age-related superoxide in yeast. actives 0.18% (n = 330,000). S. cerevisiae aged cells, superoxide DHE fluorescence; stronger effect = lower value. superoxide response (% of plate mean), % at 10 µM;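 active means superoxide response under a set limit, about three screen SD below normal, cut at about 65% in these data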;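 further: yeast aged for seven days with compound at 30 °C before DHE staining; 100% = average MFI of all compound-treated wells on the plate with controls excluded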
CIT2-GFP yeast – modulators of TOR pathway CIT2-GFP in S. cerevisiae; GFP response vs DMSO, % at 10 µM; S. cerevisiae CIT2-GFP strain, flow cytometry, 3 h; 100 means same as DMSO wells; actives 0.065% (n = 320,000); AID 2029;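 active means GFP response relative to DMSO above a set limit, near the screen mean plus 3 SD, cut at about 150% in these data; inconclusive means Fewer than 70 cells measured for a yeast strain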;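 further: ratio of well median GFP fluorescence to mean of DMSO wells on the plate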
GRK2 inh – human GRK2 inhibition via aptamer displacement; P25098; bead flow cytometry, FAM-aptamer displacement from GRK2; inhibition of aptamer binding, % at 10 µM; actives 0.59% (n = 330,000); AID 488847;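 active means inhibition of aptamer binding above 40%, roughly 3 SD of noise, on plates passing a quality check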;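 further: median bead fluorescence of bound FAM aptamer so fluorescent compounds give negative values; no value below 0 was filed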
Target sequence (P25098 whole entry, looked up): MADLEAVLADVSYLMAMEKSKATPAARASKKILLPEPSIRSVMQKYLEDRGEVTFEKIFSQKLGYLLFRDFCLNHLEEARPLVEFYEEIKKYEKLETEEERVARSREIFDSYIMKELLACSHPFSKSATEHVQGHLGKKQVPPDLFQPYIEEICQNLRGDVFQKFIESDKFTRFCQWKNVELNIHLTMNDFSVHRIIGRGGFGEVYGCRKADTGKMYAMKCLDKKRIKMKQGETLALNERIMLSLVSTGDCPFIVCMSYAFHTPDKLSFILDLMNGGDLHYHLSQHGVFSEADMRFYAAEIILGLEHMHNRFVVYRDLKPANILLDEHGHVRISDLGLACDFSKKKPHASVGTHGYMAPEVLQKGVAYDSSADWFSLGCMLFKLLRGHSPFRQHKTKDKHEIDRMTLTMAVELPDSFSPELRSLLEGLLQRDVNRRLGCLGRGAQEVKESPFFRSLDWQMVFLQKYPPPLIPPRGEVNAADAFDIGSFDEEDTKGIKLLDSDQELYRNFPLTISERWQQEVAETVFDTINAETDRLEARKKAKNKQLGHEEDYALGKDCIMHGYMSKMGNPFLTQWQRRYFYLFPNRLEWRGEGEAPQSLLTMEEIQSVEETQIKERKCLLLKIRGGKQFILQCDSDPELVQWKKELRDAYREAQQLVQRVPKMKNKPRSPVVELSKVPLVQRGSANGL
VLA-4 inh – inhibition in a human VLA-4 binding assay. VLA-4 expressing cells, ligand binding flow cytometry. inhibition, % (about 7 µM as worked out from the volumes in the protocol). actives 0.2% (n = 330,000). AID 2557; in the data active means inhibition above about 50%
BCLXL inh – Bcl-xL (human) inhibition; Q07817; GST-Bcl-xL / FITC-Bim BH3 peptide fluorescence polarization; inhibition, % at 10.9 µM; actives 0.7% (n = 320,000);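 active means inhibition above the mean of all tested compounds plus 3 SD, cutoff set per campaign, cut at about 30% in these data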;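 further: 0% = DMSO wells and 100% = unlabeled Bim-BH3 peptide competitor; inhibitors lower millipolarization by displacing the labeled peptide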
MEX-5 binding – C. elegans MEX-5 TCR-2 RNA binding activity; AID 1832; MEX-5/FITC-TCR2 RNA binding, fluorescence polarization; stronger effect = lower value; Q9XUB2; actives 0.38% (n = 300,000); activity score (negative = inhibition of binding), % at 10 µM;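 active means inhibition past about -25% in most replicates, and total fluorescence under double the plate's negative control median, limit read from the data; inconclusive means replicates evenly split on the limit, or fluorescence at least double controls; inactive means too little inhibition in most replicates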;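 further: 0% = DMSO and -100% = 5 µM competing unlabeled TCR2 RNA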
MCL1-BIM inh – MCL1-BIM-BH3 interaction inhibition (human) | Q07820 | actives 0.68% (n = 320,000) | inhibition, % at 10.9 µM | GST-MCL1 / FITC-Bim-BH3 fluorescence polarization | AID 2057;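 active means inhibition above the mean inhibition of all tested compounds plus 3 SD, set per campaign, cut at about 40% in these data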;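 further: 0% = DMSO wells and 100% = unlabeled Bim-BH3 peptide control; higher means more loss of mP so more displacement of Bim peptide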
Target sequence (Q07820 whole entry, looked up): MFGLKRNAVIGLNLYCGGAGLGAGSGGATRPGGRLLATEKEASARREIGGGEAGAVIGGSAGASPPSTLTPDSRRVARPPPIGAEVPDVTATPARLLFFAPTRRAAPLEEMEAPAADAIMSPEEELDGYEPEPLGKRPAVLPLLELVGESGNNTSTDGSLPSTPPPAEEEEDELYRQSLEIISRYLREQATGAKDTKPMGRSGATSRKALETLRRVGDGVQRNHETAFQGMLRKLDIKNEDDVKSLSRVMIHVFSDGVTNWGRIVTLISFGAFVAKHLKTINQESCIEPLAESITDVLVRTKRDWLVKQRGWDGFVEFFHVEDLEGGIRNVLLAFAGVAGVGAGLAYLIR
GLD-1 TGE inh – GLD-1-TGE RNA interaction inhibition (C. elegans); Q17339; purified GLD-1 + fluorescein TGE RNA, fluorescence polarization; inhibition, % at 5.96 µM; actives 0.44% (n = 320,000); AID 2280;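 active means percent inhibition above a per-plate cutoff, the plate mean of test compounds plus 3 SD, cut at about 30% in these data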;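 further: 0% = DMSO wells with GLD-1 and probe and 100% = wells lacking GLD-1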
The depositor's hits bear a star; ? = inconclusive; . = not tested or not shown; [ ] = another dose, or the depositor's remark.

SMILES	AGP1-GFP MLPCN	CR mimetic SO	CIT2-GFP yeast	GRK2 inh	VLA-4 inh	BCLXL inh	MEX-5 binding	MCL1-BIM inh	GLD-1 TGE inh
CCOC(=O)c1ccc(N=C(C)c2c(O)[nH]c(=O)[nH]c2=O)cc1	102	108	95	1	9	4	-0.9	1	-2
COC(=O)C1=C(c2ccc(C(C)=O)cc2)C[C@@H]2CC[C@H]1N2C(=O)NCC1CC1	97	92	94	0	-5	1	.	4	3
CN(C)C1(CNC(=O)c2ccc(NS(=O)(=O)c3ccc(Cl)c(Cl)c3)cc2)CCCCC1	102	87	104	0	9	0	.	-4	-3
CN(C)C(Cc1ccccc1)C(=O)c1ccc(-c2ccccc2)cc1 (stereo not given)	98	91	82	0	1	0	-3.0	2	-3
C=CCn1c(O)c(C(CC)=Nc2cccc(C(=O)O)c2)c(=O)[nH]c1=O	98	101	103	0	-3	9	-1.6	-1	-4
COC(=O)C1=C(c2cccc(OC)c2OC)C[C@@H]2CC[C@H]1N2C(=O)NC(C)C	82	110	84	1	35	-3	-0.7	-5	1
Cc1c(CC(=O)N2C[C@H]3C[C@@H](C2)c2cccc(=O)n2C3)c(=O)oc2c(C)c(O)ccc12	100	92	99	1	-1	2	-0.7	4	5
Cc1ccc(-n2c(O)c(C=Nc3ccc(S(N)(=O)=O)cc3)c(=O)[nH]c2=O)cc1	104	94	102	2	10	-4	1.4	-12	-12
O=C(COc1ccccc1Cl)N1CCCC(N2CCN(c3ccc(F)cc3)CC2)C1 (stereo not given)	103	91	101	32	0	2	-0.9	-5	-1
COC(=O)C1=C(c2ccc(F)cc2F)C[C@@H]2CC[C@H]1N2C(=O)NCc1ccco1	96	87	99	2	5	7	.	6	12
Cc1cccc(CCNCc2cc3ccc(C)cc3[nH]c2=O)c1	99	97	95	1	1	-2	0.6	-5	3
CC(C)Cn1cc(C(=O)N2CCC3(CC2)OCCO3)c2c3ccccc3n(C)c2c1=O	98	94	104	3	-4	-3	0.4	2	5
Nc1cc(Cl)c2nonc2c1[N+](=O)[O-]	87	115	72	0	50*	15	.	17	6
CCN(CC)C(=O)Oc1ccc(NC(=O)N2CCOCC2)cc1	101	101	103	2	2	6	1.0	4	3
COC(=O)C1=C(c2cccc(OCc3ccccc3)c2)C[C@@H]2CC[C@H]1N2C(=O)NCCOc1ccccc1Cl	100	86	97	0	24	5	.	4	-3
Cn1c(O)c(C(=N)COc2cccc(Cl)c2)c(=O)n(C)c1=O	96	101	88	3	8	0	-0.2	2	3
CCCCCn1c(=O)c(C(=O)NC(C)c2ccccc2)c(O)c2ccccc21 (stereo not given)	97	101	92	0	-16	0	-1.0	5	2
COC(=O)C1=C(c2ccc(F)cc2OCc2ccccc2)C[C@@H]2CC[C@H]1N2C(=O)NCCCOC(C)C	70	103	85	0	6	1	.	7	3
Cc1cc(O)c2c(c1)OC(C)(C)C1=C2CC(C)CC1 (stereo not given)	79[may fluoresce violet]	99	?	5	11	10	0.7	-2	6
CCNC(=S)N1CCn2cccc2C1c1cccnc1 (stereo not given)	114	93	92	0	-4	4	-2.6	11	0
CC(=NCC1CCCO1)c1c(O)n(-c2ccccc2C)c(=O)[nH]c1=O (stereo not given)	96	112	91	2	11	5	0.6	8	3
CCCOC(=O)c1ccc(-[n+]2c(-c3ccccc3)cc(-c3ccccc3)cc2-c2ccccc2)cc1	99	96	96	0	27	1	-2.5	7	7
Cc1cccc(-n2c(-c3ccc([N+](=O)[O-])cc3)nc3ccccc3c2=O)c1	80	103	88	0	-15	-5	0.3	-10	-11
Cc1cc(C)c(S(=O)(=O)NCC2CCC(C(=O)N3CCC4(CC3)OCCO4)CC2)c(C)c1 (stereo not given)	82	108	78	0	36	3	1.7	-1	4
CNP1(NC)=Nc2nn(-c3ccccc3)c(N)c2C(c2ccccc2)=N1	96	88	94	1	21	5	1.7	2	9

Additional records follow.
SMILES	AGP1-GFP MLPCN	CR mimetic SO	CIT2-GFP yeast	GRK2 inh	VLA-4 inh	BCLXL inh	MEX-5 binding	MCL1-BIM inh	GLD-1 TGE inh
Cn1c(O)c(/C=N/N2CCCCC2)c(=O)[nH]c1=O	97	100	97	0	-12	3	0.6	-4	2
CCOC(=O)c1c(/N=C/C2C(=O)NC(=O)NC2=O)sc2c1CCC2	97	96	94	3	5	2	-5.0	-3	-1
O=C1NS(=O)c2cc([N+](=O)[O-])cc([N+](=O)[O-])c21 (stereo not given)	102	117	96	0	1	1	-3.5	-3	2
Cc1ccccc1N1CCN(C2CCCN(C(=O)Cc3c(C)noc3C)C2)CC1 (stereo not given)	100	89	94	5	1	-2	-0.8	-1	4
CCOC(=O)C1SC2(C(F)(F)C(F)F)CC1(O)c1c(c(OC)c3occc3c1OC)O2 (stereo not given)	99	110	102	2	-4	6	0.2	0	3
O=c1[nH]c(=O)n(CCC2=CCCCC2)c(O)c1/C=N/Nc1cccc2ccccc12	93	93	102	0	0	5	2.1	10	-2
O=C(Cc1ccccc1)Oc1ccc(N2C(=O)C3CCCCC3C2=O)cc1 (stereo not given)	91	96	94	0	21	-2	2.2	9	10
O=C(N/N=C1/CN2CCC1CC2)c1cc2ccccc2cc1O	94	96	92	3	22	0	-2.5	9	-15
C=C[C@@H]1C2=CCOC(=O)C2=CO[C@H]1O[C@@H]1O[C@H](CO)[C@@H](O)[C@H](O)[C@H]1O	103	100	99	0	0	-1	.	3	2
Oc1ccccc1-[n+]1c(-c2ccccc2)cc(-c2ccccc2)c(O)c1-c1ccccc1	98	86	96	4	-8	3	0.7	1	-5
Cc1ccc(/C=C2/C(=O)NC(=O)N(CC3CCCO3)C2=O)s1 (stereo not given)	109	101	83	2	-6	-4	-0.5	-12	-4
CC(C(=O)Nc1ccc(Br)cc1C(=O)c1ccccc1)N1CCCCC1 (stereo not given)	100	109	101	2	3	7	0.7	5	2
COC(=O)C1=C(c2ccc(F)cc2OCc2ccccc2)C[C@@H]2CC[C@H]1N2C(=O)N1CCC(O)(c2ccc(Cl)cc2)CC1	96	93	97	4	1	.	.	.	4
O=C(CN1CCCCC1)c1ccccc1F	88	112	84	0	21	11	0.6	8	-2
CCC(=NCC1CCCO1)c1c(O)[nH]c(=O)[nH]c1=O (stereo not given)	103	104	100	0	10	5	0.6	-3	4
CN(C)CCCN=Cc1c(O)n(Cc2ccco2)c(=O)[nH]c1=O	96	90	103	3	1	5	2.5	7	0
CCn1cc(C(=O)N2CCOCC2)c2ccccc21	99	102	98	0	18	6	0.9	-3	-3
Cc1ccc(CN2CCCN(Cc3ccccc3C)S2(=O)=O)cc1	92	87	103	0	10	3	0.9	8	-9
Nc1c(C(=O)NCc2ccco2)c2nc3ccccc3nc2n1Cc1ccccc1	65	112	87	3	-2	-5	1.8	-8	-2
CC(=NCc1cccnc1)c1c(O)n(-c2ccccc2)c(=O)[nH]c1=O	103	119	99	0	2	-1	0.7	4	9
COc1cc2[nH]c(C(=O)N3CCC4(CC3)OCCO4)cc2c(OC)c1OC	100	104	98	2	9	9	-1.9	0	5
Cc1cc(=O)oc2cc(OCC(=O)N3C[C@H]4C[C@@H](C3)c3cccc(=O)n3C4)c(Cl)cc12	104	108	97	3	3	-3	-0.5	0	4
CCOc1ccc(NC(=O)c2ccc(NC(=O)COC(=O)Cc3ccccc3)cc2)cc1	107	100	104	0	23	0	-0.7	-7	0
COCCNC(=O)c1c(N)n(CCC(C)C)c2nc3ccccc3nc12	27[may fluoresce violet]	80	?	2	-3	-3	-2.1	-4	7
O=C(C(Cc1ccccc1)NS(=O)(=O)c1ccc(F)cc1)N1CCC2(CC1)OCCO2 (stereo not given)	83[may fluoresce violet]	95	?	1	-1	-2	1.5	-1	4

(further entries)
SMILES	AGP1-GFP MLPCN	CR mimetic SO	CIT2-GFP yeast	GRK2 inh	VLA-4 inh	BCLXL inh	MEX-5 binding	MCL1-BIM inh	GLD-1 TGE inh
Cc1cc2ccccc2c(=O)n1CC(=O)NCC(=O)N1CCC2(CC1)OCCO2	?	76	96	1	-2	2	.	-4	4
COC(=O)C1=C(c2ccc(OC(F)(F)F)cc2)C[C@@H]2CC[C@H]1N2C(=O)NCc1cccc2ccccc12	102	99	112	0	-2	1	.	2	8
CC(C)c1ccc(OCC(=O)N2CCCN(C)CC2)cc1	101	102	104	0	2	0	3.1	2	-6
c1cncc(CNC2CCCC2)c1	92	110	77	0	3	0	-1.3	-2	3
CN(C)C(=O)Oc1ccc(Br)c2ccccc12	98	89	102	0	2	1	4.0	7	-2
CCCCNC(=O)c1c(N)n(Cc2ccc3c(c2)OCO3)c2nc3ccccc3nc12	98	102	94	3	-99	3	0.1	-3	-2
CC(C)(C)OC(=O)c1c(N)n(Cc2ccco2)c2nc3ccccc3nc12	37	130	134	0	-33	53*	-7.6	41*	48*
CN(C=O)CP(=O)(O)CN(C)C=O	.	106	100	2	1	7	-0.8	2	5
COc1ccc(C(Nc2ccccc2)P(=O)(Oc2ccccc2)Oc2ccccc2)cc1 (stereo not given)	106	127	110	0	-2	3	1.1	10	-4
CCOP(=S)(OCC)SCC(=O)NC(C(=O)O)C(C)C (stereo not given)	.	102	94	4	2	6	2.0	8	7
N[C@@H](Cc1c[nH]c2ccccc12)c1nnc(SCc2ccc(Cl)cc2)o1	99	106	91	0	-8	-1	2.5	7	4
O=C1CC(=O)N(Cc2ccccc2)C(=O)N1CCCCCCN1C(=O)CC(=O)N(Cc2ccccc2)C1=O	105	95	95	3	30	-52	12	-95	-118
COc1ccc(C2=CC(c3ccc(OC)c(OC)c3)c3c(c4ccccc4oc3=O)O2)cc1OC (stereo not given)	107	103	100	1	39	-1	0.9	1	-6
CCCCn1c(O)c(C(C)=Nc2ccc(OCC)cc2)c(=O)[nH]c1=O	101	95	103	0	-22	-7	-1.3	-13	-11
COc1ccc2nc3oc(C(=O)N4CCC5(CC4)OCCO5)cc3cc2c1	94	96	101	0	7	1	0.6	9	6
COC1=CC2C3Cc4ccc(OC)c(O)c4C2(CCN3C)CC1=O (stereo not given)	92	125	94	4	17	4	.	7	5
Nc1ccncc1Cl	85	101	98	0	-7	4	-1.0	-5	6
N#CCCCCC#N	104	98	101	0	-2	.	.	.	4
O=c1c2ccccc2nc(CSc2ncnc3nc[nH]c23)n1-c1ccc(Cl)c(Cl)c1	96	95	94	0	-18	3	3.1	4	-1
Cc1nn(C)cc1/C=C1/CC2C3CC=C4CC(O)CCC4(C)C3CCC2(C)C1=O (stereo not given)	93	99	94	0	-5	10	1.4	-1	-1
COc1ccc2c(c1)CC1(CN2C)C(=O)NC(=O)N(c2ccc(C)cc2)C1=O (stereo not given)	111	102	112	2	-2	4	-3.1	3	4
CCCc1nc2ccccc2c(=O)n1-c1cccc(OC)c1	99	94	106	0	-12	4	1.3	3	0
CNCCc1c[nH]c2ccc(O)cc12	90	104	87	1	18	7	1.0	7	14
Cc1ccc(C(=O)COC(=O)Cc2ccccc2)cc1	97	101	94	0	-1	5	-1.9	6	-1
Cc1cccc(C)c1N1CCN(c2c(C)cccc2C)CC1	104	98	104	1	-2	.	0.5	.	.
Cc1[nH]c2ccc(O)cc2c1CCN	81	102	76	0	2	16	.	17	16
O=C(NCCCN1CCOCC1)C(Cl)(Cl)Cl	98	105	99	2	35	1	0.0	4	1

Screening data deposited in PubChem BioAssay by several laboratories.

These rows are one share of the data, so the mix of outcomes need not match the whole.
